Compound activity (PubChem BioAssay)
RORgamma inh = inhibitors of mouse ROR gamma transcriptional activity; P51450; Drosophila S2 Gal4-RORgamma UAS-luciferase reporter, 20 h; Potency, µM (doses to about 53.6 µM), for the others: at the highest dose activity change, negative = inhibition, usual class: inhibitors; actives 5.4% (n = 310,000); also: potency is read from the fitted curve at half-maximal effect; % is scaled to controls: 0 for no effect and ±100 for the full control effect; nearly all actives have a fitted effect of over 60% in size
Target sequence (P51450 whole entry, looked up, the tested form may be a part): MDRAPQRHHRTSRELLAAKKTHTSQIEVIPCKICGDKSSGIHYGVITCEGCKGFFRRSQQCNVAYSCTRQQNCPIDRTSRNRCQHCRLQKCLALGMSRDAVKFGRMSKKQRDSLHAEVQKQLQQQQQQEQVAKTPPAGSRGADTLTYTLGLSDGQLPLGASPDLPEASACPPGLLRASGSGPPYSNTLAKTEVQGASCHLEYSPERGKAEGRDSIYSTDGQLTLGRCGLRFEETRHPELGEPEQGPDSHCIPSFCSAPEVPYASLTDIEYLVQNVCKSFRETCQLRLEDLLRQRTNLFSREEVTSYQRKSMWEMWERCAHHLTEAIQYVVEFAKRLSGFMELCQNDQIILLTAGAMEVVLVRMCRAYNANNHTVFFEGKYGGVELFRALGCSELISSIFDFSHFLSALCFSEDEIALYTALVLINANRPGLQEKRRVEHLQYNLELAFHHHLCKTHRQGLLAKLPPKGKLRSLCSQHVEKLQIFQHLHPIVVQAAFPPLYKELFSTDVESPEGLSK
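Drosophila Schneider cells stably carrying a metallothionein-driven Gal4 DBD–ROR gamma fusion and a UAS-Photinus luciferase reporter were exposed to compound for 1 hr, then induced with copper sulfate (700 uM final) for 20 hr at ambient temperature before luminescence reading.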
TRPV1 agonist = activates the human vanilloid receptor TRPV1; Q8NER1; TRPV1-expressing cells, Fluo-8 calcium influx, agonist mode; activation, % at 8.33 µM; actives 0.19% (n = 320,000); in the data active = activation above about 80%; inconclusive = between about 30% and that limit; also: 0% is about no effect
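Fluo-8 calcium influx in TRPV1-expressing cells, kinetic read (ex 480/em 520 nm). Compound added and read 3 min for agonist activity, followed by capsaicin at EC20 final and 2 min further read for enhancement.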
Tb PFK block = inhibitors of T. brucei phosphofructokinase; O15648; T. brucei PFK, ADP-Glo luminescence; Potency, µM (highest dose often 57.5 µM), for the others: at the highest dose activity, negative = inhibition, most hits filed as inhibitors; actives 0.17% (n = 330,000); AID 485367;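 also: potency is read from the fitted curve at half-maximal effect; 0% = uninhibited 1x PFK enzyme wells and -100% = no-enzyme wells; nearly all actives have a fitted effect of over 60% in size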
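Compounds were pin-transferred as a titration series up to 57 uM into substrate buffer (0.5 mM F6P, 0.1 mM ATP, pH 8.0), then 1.25 nM PFK was added and reactions ran 45 min before ADP-Glo detection.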
p53 reactivation = re-activators of mutant p53. actives 0.063% (n = 320,000). H1299 p53-A138V BP100-luciferase reporter, luminescence, 24 h. Potency, µM (highest dose often 92.2 µM), inactives show at the highest dose activity change, positive = activation, usual class: activators; also: potency is read from the fitted curve at half-maximal effect; % of control where 0% means no effect; nearly all actives have a fitted effect of over 45% in size
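p53-null H1299 cells stably carrying temperature-sensitive p53-A138V and a BP100-luciferase reporter were pinned with compounds (4-point, 1:5 series) and held 24 hrs at 37 deg C. Luminescence was read 10 min after detection reagent.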
FLuc counter = firefly luciferase modulation, counter-screen for miR-21 project | P08659 | purified FLuc, Km substrates, luminescence inhibition | Potency, µM (doses to about 57.5 µM), for the others: top-dose activity change, negative = inhibition, most hits filed as inhibitors | actives 6.9% (n = 360,000);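 also: potency is read from the fitted curve at half-maximal effect; plate controls were vehicle for no effect and reference inhibitor for full effect; nearly all actives have a fitted effect of over 55% in size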
Target sequence (P08659 whole entry, looked up): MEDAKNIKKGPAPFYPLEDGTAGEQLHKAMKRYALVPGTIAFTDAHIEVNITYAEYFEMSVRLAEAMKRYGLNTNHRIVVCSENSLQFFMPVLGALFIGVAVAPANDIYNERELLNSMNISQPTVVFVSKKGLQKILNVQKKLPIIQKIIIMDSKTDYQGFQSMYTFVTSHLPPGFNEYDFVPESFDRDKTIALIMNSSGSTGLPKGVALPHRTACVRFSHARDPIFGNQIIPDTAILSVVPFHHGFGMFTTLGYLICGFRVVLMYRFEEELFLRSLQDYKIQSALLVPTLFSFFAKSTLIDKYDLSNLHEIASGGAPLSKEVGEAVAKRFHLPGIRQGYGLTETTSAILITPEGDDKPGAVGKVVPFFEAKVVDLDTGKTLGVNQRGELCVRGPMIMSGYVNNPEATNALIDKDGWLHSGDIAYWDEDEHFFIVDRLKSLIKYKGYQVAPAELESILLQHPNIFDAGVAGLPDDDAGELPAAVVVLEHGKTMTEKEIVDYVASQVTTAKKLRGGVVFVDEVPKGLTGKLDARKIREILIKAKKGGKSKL
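Purified P. pyralis luciferase (10nM final) with 10uM D-luciferin and 10uM ATP (Km levels) in 50mM Tris acetate pH 7.5, 10mM Mg acetate, 0.01% Tween-20, 0.05% BSA; qHTS 6-point titration, ~60 µM downward; luminescence read.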
ELG1 DNA repair = blocks ELG1-dependent DNA repair in HEK293T cells. actives 2.3% (n = 330,000). AID 504467. Potency, µM (top dose mostly 46.1 µM), without a hit: at the top dose activity change, negative = inhibition, hits mostly inhibitors. HEK293T ELG1-luciferase reporter, luminescence, 16 h; DNA damage induced by 5-fluorouridine; also: potency is read from the fitted curve at half-maximal effect; % is scaled to controls: 0 for no effect and ±100 for the full control effect; nearly all actives have a fitted effect of over 55% in size
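5-Fluorouridine DNA damage + compound/DMSO, 2,000 cells/well, 16 h, 37 °C/5% CO2. ONE-Glo, 30 min RT, luminescence. Readout = decrease in reporter signal.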
Rab9 prom act = activators of Rab9 promoter; Potency, µM (doses to about 9.22 µM), inactives show at the highest dose activation, negative = inhibition, hits mostly activators; AID 485297; Huh7 Rab9 promoter-luciferase reporter, luminescence, 24 h; actives 2.8% (n = 320,000); also: potency is read from the fitted curve at half-maximal effect; % of control where 0% means no effect; nearly all actives have a fitted effect of over 60% in size
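Huh7 cells stably carrying a Rab9 promoter-luciferase reporter, 1500 cells per well in OP-MEM I with 10% FBS, treated with compound 24 hours at 37C. Luciferase activity read by luminescence after 10 minutes with Amplite reagent.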
ELG1 genotox = induces genotoxicity in HEK293T cells with luciferase-tagged ELG1 | HEK293T ELG1-luciferase reporter, luminescence, 16 h | Potency, µM (titrated, usually from 46 µM), inactives show at the top dose activity change, positive = activation, usual class: activators | actives 1.3% (n = 330,000) | AID 504466; also: potency is read from the fitted curve at half-maximal effect; % of control where 0% means no effect; nearly all actives have a fitted effect of over 60% in size
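After overnight (16 hr) compound treatment at 37 °C, ELG1-luciferase HEK293T cells were lysed with ONE-Glo; luminescence quantified 30 min later at room temperature.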
NPC1 promoter act = activators of NPC1 promoter. Huh7 NPC1 promoter luciferase reporter, 24 h. Potency, µM (series often up to 9.22 µM), inactives show at the top dose activation, usual class: activators. actives 2.4% (n = 320,000);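 also: potency is read from the fitted curve at half-maximal effect; % of control where 0% means no effect; nearly all actives have a fitted effect of over 60% in size; reporter is driven by a mutant NPC1 promoter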
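Quantitative HTS used a cell-based reporter: Huh7 cells stably bearing the NPC1 promoter upstream of luciferase were treated with compounds for 24 h, and promoter activation was read as luminescence.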
BRCA1 expr act = increases BRCA1 expression; MCF7-BRCA1-FFLuc reporter, luminescence, 48 h; response scale: scaled: vehicle 0%, 10 µM genistein 100%; Potency, µM (series often up to 46.1 µM), inactives show at the highest dose activation, hits mostly activators; actives 1.1% (n = 380,000); AID 624202; also: potency is read from the fitted curve at half-maximal effect; nearly all actives have a fitted effect of over 80% in size; some results filed as inactive show a strong effect at the top dose
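First, MCF7-BRCA1-FFLuc cells (2000/well) attach for 2 h; next, compounds are pin-added and incubated 48 h at 37 °C; finally, luciferase reagent is added and luminescence read after 15 min.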
Gal4-VP16 FLuc = counter-screen for ROR gamma inhibitors: Gal4-VP16 reporter; Drosophila S2 Gal4-VP16 UAS-luciferase, luminescence, 20 h; Potency, µM (titrated, usually from 53.6 µM), without a hit: at the highest dose activity, negative = inhibition, actives largely listed as inhibitors; actives 3.5% (n = 310,000);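 also: Gal4-VP16 expression switched on by copper sulfate through the metallothionein promoter; potency is read from the fitted curve at half-maximal effect; % is scaled to controls: 0 for no effect and ±100 for the full control effect; nearly all actives have a fitted effect of over 50% in size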
Numbers without * were called inactive; ? = inconclusive; · = no result given; & = joins results of further samples; [ ] = dose if it differs, or a comment. Unless noted, calls follow the shape of the dose curve; as a rule, active = well fitted curve in the direction sought with a large enough effect; inconclusive = small, poorly fitted or top-dose-only effect, or another doubt; inactive = no such curve, though single readings can be large; an effect the other way counts as inactive or inconclusive. Hits appear at their usual frequency; about 15% have a hit in one of these screens.

SMILES	RORgamma inh	TRPV1 agonist	Tb PFK block	p53 reactivation	FLuc counter	ELG1 DNA repair	Rab9 prom act	ELG1 genotox	NPC1 promoter act	BRCA1 expr act	Gal4-VP16 FLuc
CCN(CC)S(=O)(=O)c1ccc(OC)nc1	0%	5	3%	12%	2%	2%	-1%	1%	-2%	1%	3%
Oc1ccc(Br)cc1CNc1ccccn1	43%	?	1%	-6%	?	?	-1%	5%	2%	10%	23%
COc1ccc(Cl)cc1C(=O)CSc1nnnn1C	-2%	2	2%	-4%	-1%	0%	-4%	0%	-9%	-3%	4%
CCOC(=O)C1CCN(C(=O)c2ccc(OC)cc2OC)CC1	-22%[0.365 µM]	1	4%	-5%	9%	3%	-3%	-4%	0%	4%	·
O=c1c2c3nc4ccccc4nc3n(Cc3ccccc3)c2ncn1Cc1ccco1	?	2	2%	0%	-14%	?	0%	-10%	4%	-7%	?
O=C(CO/N=C/c1c(Cl)cccc1Cl)NNC(=O)c1ccc(Cl)cc1	-3%	1	-4%	-1%	-1%	3%	1%	0%	-6%	0%	-18%
Cc1onc(-c2c(Cl)cccc2Cl)c1C(N)=O	-7%[0.365 µM]	1	1%	-3%	0%	2%	-8%	-8%	0%	-1%	·
c1ccc(CSc2nnc(NC3=NCCCCC3)s2)cc1	-4%	?	-1%	?	17µM*	0%	4µM*	?	?	66%	2%
CC(=O)Nc1ccc(CN2CCc3c([nH]c4ccccc34)C2c2ccccn2)cc1 (configuration not stated)	-16%	?	0%	-6%	3%	?	-5%	1%	-1%	-59%	-13%
CN1CCN(S(=O)(=O)c2ccc(NC(=O)c3csc4ccccc34)cc2)CC1	35%	-3	0%	4%	?	?	-1%	4%	0%	4%	5%
COc1ccccc1CNC(=O)CCc1ccccc1	?	0	-4%	·	-1%	-3%	2%	0%	-2%	22%	28%
CC1CCN(CCCn2c(=S)[nH]c3c(sc4ccc([N+](=O)[O-])cc43)c2=O)CC1	-31%	1	-4%	4%	-5%	3%	0%	4%	7%	-22%	5%
COc1ccccc1N1C(C)=CC(=C(C#N)c2nc3ccccc3s2)C=C1C	7.1µM*	16	-4%	?	3µM*	?	3%	14%	16%	-71%	?
Cc1[nH]c2ccccc2c1C(=O)COC(=O)c1ccc[n+]([O-])c1	31%	-1	0%	-5%	-3%	-8%	2%	-5%	0%	-12%	-1%
Cc1ccc(NC(=O)OCCN2CCN(Cc3ccccc3)CCC2=O)cc1C	?	1	-2%	8%	-1%	-3%	-2%	-2%	-4%	7%	-2%&6%
COc1ccc(C(=O)CSc2nnc(COc3ccccc3)n2Cc2ccco2)cc1	11%	4	2%	-1%	6%	?	4%	-6%	-4%	-57%	-4%
CN(C)CCCNC(=O)c1cc(C(=O)Cc2ccc(Cl)cc2)c[nH]1	14%	0	-5%	?	-3%	3%	-5%	1%	2%	-28%	1%
CSc1ccccc1C(=O)NCCCn1ccnc1	0%	-2	0%	-2%	0%	12%	-4%	-2%	-5%	-29%	5%
Cc1cc(S(=O)(=O)Nc2cccc(C(=O)O)c2)c(C)c(S(=O)(=O)c2ccc(Cl)cc2)c1	?	0	-6%	2%	-1%	-9%	-1%	-5%	-7%	-2%	-3%
c1cc(SC2CCCCC2)cc(-c2nc3cnccn3c2NC2CCCCC2)c1	·	·	0%	-5%	·	?	·	-1%	·	-58%	·
COc1ccc(C(=O)NCC(c2ccco2)N2CCOCC2)cc1OC (configuration not stated)	·	-3	18%	0%	4%	7%	-1%	-1%	-2%	3%	·
CCc1noc(C)c1C(=O)OC(C)C(=O)Nc1cc([N+](=O)[O-])ccc1OC (configuration not stated)	·	2	13%	-5%	-1%	-26%	1%	-1%	1%	-17%	·
CSCCC(NS(=O)(=O)c1ccccc1F)C(=O)Nc1cccc(C)n1 (configuration not stated)	16%	-3	-1%	-1%	-2%	4%	0%	0%	-6%	19%	-7%
C#CCOc1nc2c(c(=O)n(C)c(=O)n2C)n1Cc1ccccc1	?	-2	-1%	0%	0%	18µM*	-3%	-4%	-2%	-36%	-12%
O=C1Cc2ccccc2C(c2ccc(Cl)cc2)N1 (configuration not stated)	1%	4	-4%	-4%	0%	-18%	1%	-2%	5%	0%	3%

In another format: entries from further up
Under each structure – RORgamma inh, TRPV1 agonist, Tb PFK block, p53 reactivation, FLuc counter, ELG1 DNA repair, Rab9 prom act, ELG1 genotox, NPC1 promoter act, BRCA1 expr act, Gal4-VP16 FLuc
Cc1ccc(NC(=O)OCCN2CCN(Cc3ccccc3)CCC2=O)cc1C
  ?, 1, -2%, 8%, -1%, -3%, -2%, -2%, -4%, 7%, -2%&6%
COc1ccc(C(=O)CSc2nnc(COc3ccccc3)n2Cc2ccco2)cc1
  11%, 4, 2%, -1%, 6%, ?, 4%, -6%, -4%, -57%, -4%
CN(C)CCCNC(=O)c1cc(C(=O)Cc2ccc(Cl)cc2)c[nH]1
  14%, 0, -5%, ?, -3%, 3%, -5%, 1%, 2%, -28%, 1%
CSc1ccccc1C(=O)NCCCn1ccnc1
  0%, -2, 0%, -2%, 0%, 12%, -4%, -2%, -5%, -29%, 5%
Cc1cc(S(=O)(=O)Nc2cccc(C(=O)O)c2)c(C)c(S(=O)(=O)c2ccc(Cl)cc2)c1
  ?, 0, -6%, 2%, -1%, -9%, -1%, -5%, -7%, -2%, -3%
c1cc(SC2CCCCC2)cc(-c2nc3cnccn3c2NC2CCCCC2)c1
  ·, ·, 0%, -5%, ·, ?, ·, -1%, ·, -58%, ·
COc1ccc(C(=O)NCC(c2ccco2)N2CCOCC2)cc1OC (configuration not stated)
  ·, -3, 18%, 0%, 4%, 7%, -1%, -1%, -2%, 3%, ·
CCc1noc(C)c1C(=O)OC(C)C(=O)Nc1cc([N+](=O)[O-])ccc1OC (configuration not stated)
  ·, 2, 13%, -5%, -1%, -26%, 1%, -1%, 1%, -17%, ·
CSCCC(NS(=O)(=O)c1ccccc1F)C(=O)Nc1cccc(C)n1 (configuration not stated)
  16%, -3, -1%, -1%, -2%, 4%, 0%, 0%, -6%, 19%, -7%
C#CCOc1nc2c(c(=O)n(C)c(=O)n2C)n1Cc1ccccc1
  ?, -2, -1%, 0%, 0%, 18µM*, -3%, -4%, -2%, -36%, -12%
O=C1Cc2ccccc2C(c2ccc(Cl)cc2)N1 (configuration not stated)
  1%, 4, -4%, -4%, 0%, -18%, 1%, -2%, 5%, 0%, 3%

Further results follow.
SMILES	RORgamma inh	TRPV1 agonist	Tb PFK block	p53 reactivation	FLuc counter	ELG1 DNA repair	Rab9 prom act	ELG1 genotox	NPC1 promoter act	BRCA1 expr act	Gal4-VP16 FLuc
Cc1nc2cc(C(=O)O)ccc2n1C1CCCCC1	0%	2	5%	-2%	2%	11%	4%	3%	-5%	3%	9%
NS(=O)(=O)c1ccc(CCNC(=O)C(c2ccccc2)c2ccccc2)cc1	1%	13	0%	2%	1%	-15%	-1%	-7%	-1%	-6%	-3%
O=C(c1ccco1)N1CCN=C1SCc1cccc(F)c1	2%	-3	0%	?	-1%	-1%	-6%	3%	6%	2%	-5%
CN1C(=O)/C(=C/c2ccc(C(=O)NC3CCCC3)cc2)Oc2ccccc21	1%	-1	-3%	1%	-13%	?	-3%	4%	-3%	102%	5%
O=c1oc(Nc2cccc(Cl)c2)nc2ccccc12	-37%	0	0%	10%	-25%	?	0.79µM*	13µM*	2.8µM*	7.1µM*	-10%[10 µM]
CS(=O)(=O)N(CC(=O)NCc1ccco1)Cc1ccc(Cl)cc1	-15%	-1	-2%	0%	2%	-2%	-7%	-2%	-4%	4%	9%
O=C(NCc1ccccn1)C1CCN(S(=O)(=O)c2ccccc2C(F)(F)F)CC1	·	3	-6%	-7%	-3%	18%	1%	0%	-3%	14%	·
COC(=O)c1ccc(N2CCN(C(=O)C3CC3)CC2)c([N+](=O)[O-])c1	12%	1	-8%	1%	-5%	-6%	2%	2%	-2%	-7%	2%
Cc1ccc(NC(=O)c2cc([N+](=O)[O-])ccc2NCc2cccnc2)cc1Cl	8%	2	1%	10%	2%	?	-3%	-3%	-2%	-79%	-2%
CCOC(=O)Oc1ccc2c(=O)c(Oc3cccc(C)c3)coc2c1	24%	?	-5%	3%	?	0%	22%	?	15%	76%	13%
Cc1cc(C)cc(-n2nnc(C(=O)NCc3ccccc3Cl)c2N)c1	?	·	3%	-1%	0%	0%	7%	-1%	-5%	-9%	1%
